S100A4 inh HTS: blocks human S100A4 binding to myosin IIA peptide. AID 652163. inhibition, % at 10.7 µM. 0.14% of 360,000 active. P26447. S100A4/TAMRA-MyoIIA peptide fluorescence polarization;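 active = mean inhibition of at least 70% across replicates, with every replicate also reaching that level; inconclusive = mean inhibition reaches 70% but some replicates fall short; inactive = mean inhibition below 70%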
Target sequence (P26447 whole entry, looked up): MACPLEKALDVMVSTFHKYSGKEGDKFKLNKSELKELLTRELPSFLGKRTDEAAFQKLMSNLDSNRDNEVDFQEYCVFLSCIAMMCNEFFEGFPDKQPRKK
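System – human S100A4 monomer protein, biochemical binding assay · Buffer or medium – Calcium-containing HEPES buffer, pH 7.2 · Timing – 5 min between mix addition and reading · Also added – TAMRA-labelled myosin IIA heavy-chain peptide probe, 5 nM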
RAD52 inh: RAD52 (human) annealing inhibition; recombinant RAD52 DNA annealing, FRET fluorescence; 0.46% of 360,000 active; inhibition, % at 18.7 µM; P43351;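 active = every replicate showing at least 50% inhibition; inconclusive = mean inhibition at least 50% but not in every replicate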
Xi reactivation: X-chromosome reactivation activator; 0.055% of 360,000 active; XiGFP mouse fibroblasts, % GFP-positive cells imaging, 3 d; cells co-treated with 5-aza-dC sensitizer; scaled so ellipticine positive control = 100%; AID 743238; activation, % at 7.58 µM;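 active = mean normalized replicate activation at least 10% and every replicate at or above 10%; inconclusive = only one of the two criteria met; inactive = mean below 10% and not all replicates reach 10%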;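 note: 0% = median of on-plate neutral control wells and 100% = ellipticine 6 µM median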
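System: SV40-immortalized XiGFP fibroblast cells, line 68-5-11 / Incubation: 3-day compound exposure, then 15 min fixation at room temperature / Compound: single concentration per compound, delivered by pin transfer / Buffer or medium: DMEM plus 5-aza-dC sensitizer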
EWS-Fli inh: inhibitors of EWS/Fli oncoprotein transcriptional activity. A673 NR0B1-luciferase reporter, viability-normalised. 0.67% of 350,000 active. inhibition, % at 12.6 µM;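 active = mean inhibition of at least 50% after viability correction, with every replicate also passing that limit; inconclusive = mean reaches 50% but only one of two replicates passes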;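 note: firefly luciferase signal divided by Alamar Blue viability fluorescence both relative to DMSO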
esBAF inh: SWI/SNF esBAF complex inhibition | mouse ES cells, Bmi1-luciferase knock-in reporter, 24 h; 100% = twice the neutral-well signal | reporter increase, % at 12.5 µM | 2% of 350,000 active | AID 602393; in the data active = activation above about 40%; inconclusive = no clear call, values can overlap the other calls;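 note: 0% = median of the plate's neutral control wells and 100% = double that signal; a rise in the Bmi1 reporter signal indicates esBAF inhibition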
RAD54 branch: inhibitors of human RAD54 branch migration; Q92698; RAD54 Holliday junction branch migration, FAM/BHQ fluorescence; inhibition, % at 10.4 µM; 0.14% of 360,000 active; AID 602329;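 active = mean normalized replicate activity at least 40 and at least half of replicates scoring 40 or more; inconclusive = only one of the two criteria met; inactive = mean below 40 and under half of replicates reaching 40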;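 note: 0% = median of neutral control wells and 100% = median of positive control wells; inhibitors cause a drop in the FAM fluorescence signal; in these data hits start at about 50%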
Target sequence (Q92698 whole entry, looked up): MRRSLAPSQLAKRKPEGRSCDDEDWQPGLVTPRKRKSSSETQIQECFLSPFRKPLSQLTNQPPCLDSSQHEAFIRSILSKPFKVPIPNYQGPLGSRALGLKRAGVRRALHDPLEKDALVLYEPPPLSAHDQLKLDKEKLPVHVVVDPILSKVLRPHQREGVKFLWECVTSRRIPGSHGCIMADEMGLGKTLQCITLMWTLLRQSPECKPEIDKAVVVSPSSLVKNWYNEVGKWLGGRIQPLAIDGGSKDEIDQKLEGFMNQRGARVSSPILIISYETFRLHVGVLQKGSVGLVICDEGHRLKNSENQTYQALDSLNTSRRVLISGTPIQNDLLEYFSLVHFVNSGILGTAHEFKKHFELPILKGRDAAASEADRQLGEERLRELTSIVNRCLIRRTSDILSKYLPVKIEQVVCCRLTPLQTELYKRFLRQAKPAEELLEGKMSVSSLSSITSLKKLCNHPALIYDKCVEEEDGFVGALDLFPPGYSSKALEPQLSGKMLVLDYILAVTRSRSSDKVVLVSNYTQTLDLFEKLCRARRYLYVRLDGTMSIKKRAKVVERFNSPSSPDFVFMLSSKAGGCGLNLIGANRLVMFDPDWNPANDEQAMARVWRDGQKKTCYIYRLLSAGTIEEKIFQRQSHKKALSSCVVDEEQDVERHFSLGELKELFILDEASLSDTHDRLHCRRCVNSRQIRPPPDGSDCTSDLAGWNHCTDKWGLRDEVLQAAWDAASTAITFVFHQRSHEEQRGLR
E-selectin induc: induces E-selectin expression in human endothelial cells; P16581; HUVEC E-selectin immunofluorescence imaging; normalized: neutral wells 0, TNF-alpha wells 100; activation, % at 7.58 µM; 0.37% of 260,000 active;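 active = mean E-selectin-positive cell signal at least 10% of the positive control, reached in at least 60% of replicates, without over 20% cell loss; inconclusive = no rule given, readout overlaps actives, possibly toxicity-flagged; inactive = the rest, including those meeting only one limit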;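 note: in these data hits start at about 27%; measured in HUVEC primary endothelial cells; signal is the percent of cells scored E-selectin positive by PE staining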
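assay system = HUVEC, human umbilical vein endothelial cells | input = 3,000 HUVEC seeded per well | medium = EGM-2 growth medium on 0.1% gelatin-coated wells | dosing = one compound dose added by pin transfer | signal = immunofluorescence imaging | read-out basis = % PE-positive cells | control set = TNF-alpha, DMSO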
FN deposition inh: fibronectin deposition inhibition; 0.086% of 350,000 active; AH1F fibroblasts, Alexa488-fibronectin deposition fluorescence, overnight; inhibition, % at 12.6 µM; AID 743247;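 active = mean inhibition across replicates of 30% or more, regardless of how many single replicates reach that level; inconclusive = mean under 30% yet at least half of replicates reach 30%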;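 note: positive control wells lacked labelled fibronectin entirely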
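Test system: AH1F fibroblast monolayer depositing Alexa488-labelled fibronectin into matrix. Input: 10000 cells per well. Technique: fluorescence, ex 485 nm, em 525 nm. Buffer or medium: DMEM plus 2% serum, read in PBS. Timing: 1 h cell adhesion before compound, then overnight fibronectin incubation. Compound: single dose, pinned. Read-out basis: inhibition from reduced deposited-fibronectin fluorescence.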
Numbers without * were called inactive; ? = inconclusive; . = not tested or not shown.

SMILES	S100A4 inh HTS	RAD52 inh	Xi reactivation	EWS-Fli inh	esBAF inh	RAD54 branch	E-selectin induc	FN deposition inh
C[C@@H]1CN([C@@H](C)CO)C(=O)c2cc(NC(=O)Cn3cnnn3)ccc2O[C@H]1CN(C)S(=O)(=O)c1ccc(F)cc1	1	-16	0.0	0	0	-1	0.5	.
Cc1noc(C)c1NC(=O)Nc1ccc2c(c1)CC(=O)N([C@@H](C)CO)C[C@@H](C)[C@@H](CN(C)Cc1ccc(C(F)(F)F)cc1)O2	-6	-4	0.1	7	3	-1	-0.1	8
N#C[C@@H]1[C@@H](c2ccc(C#CC3CC3)cc2)[C@H](CO)N1S(=O)(=O)c1ccccc1	0	-107	0.0	-23	-3	-11	0.0	3
CCOc1ccc(CNn2cnnc2)cc1	-3	-13	0.0	0	-3	-1	.	-4
O=C(C[C@@H]1CC[C@@H]2[C@H](COC[C@H](O)CN2S(=O)(=O)c2ccccc2)O1)NCc1ccc(-c2ccccc2)cc1	0	18	-0.1	20	3	-1	0.2	0
O=C(NCCNC(=O)c1cccc(O)c1)c1cccc(O)c1	-4	-7	0.1	2	0	2	0.6	-1
COc1ccc(C(=O)/C=C/Nc2ccc(S(=O)(=O)Nc3cc(OC)nc(OC)n3)cc2)c(OC)c1	1	-272	0.2	10	4	-3	0.5	2
COC(=O)C1=C(C)N(Cc2ccc(C(F)(F)F)cc2)C(=NCc2ccccc2)NC1c1ccccc1 (configuration not stated)	-5	-8	0.6	37	.	.	-0.3	-3
COc1ccc(S(=O)(=O)N2CCC(C(=O)NCC3CCCO3)CC2)cc1OC (configuration not stated)	1	-6	0.0	1	.	.	.	1
O=C(C[C@H]1CC[C@@H]2[C@H](COC[C@@H](O)CN2S(=O)(=O)c2cccc(Cl)c2)O1)N1CCOCC1	1	2	0.2	-9	-7	0	-0.1	3

Record cards, from the list above. Order of screens: S100A4 inh HTS | RAD52 inh | Xi reactivation | EWS-Fli inh | esBAF inh | RAD54 branch | E-selectin induc | FN deposition inh
`O=C(C[C@H]1CC[C@@H]2[C@H](COC[C@@H](O)CN2S(=O)(=O)c2cccc(Cl)c2)O1)N1CCOCC1` is listed as 1 | 2 | 0.2 | -9 | -7 | 0 | -0.1 | 3
`N#C[C@@H]1[C@@H](c2ccc(C#CC3CC3)cc2)[C@H](CO)N1S(=O)(=O)c1ccccc1` is listed as 0 | -107 | 0.0 | -23 | -3 | -11 | 0.0 | 3
`COC(=O)C1=C(C)N(Cc2ccc(C(F)(F)F)cc2)C(=NCc2ccccc2)NC1c1ccccc1` (configuration not stated) is listed as -5 | -8 | 0.6 | 37 | . | . | -0.3 | -3
`O=C(C[C@@H]1CC[C@@H]2[C@H](COC[C@H](O)CN2S(=O)(=O)c2ccccc2)O1)NCc1ccc(-c2ccccc2)cc1` is listed as 0 | 18 | -0.1 | 20 | 3 | -1 | 0.2 | 0
`COc1ccc(C(=O)/C=C/Nc2ccc(S(=O)(=O)Nc3cc(OC)nc(OC)n3)cc2)c(OC)c1` is listed as 1 | -272 | 0.2 | 10 | 4 | -3 | 0.5 | 2

(cont.)
SMILES	S100A4 inh HTS	RAD52 inh	Xi reactivation	EWS-Fli inh	esBAF inh	RAD54 branch	E-selectin induc	FN deposition inh
CC(C)NC(=O)N(C)C[C@@H]1OCCCC[C@@H](C)Oc2ccc(NS(=O)(=O)c3ccc(F)cc3)cc2C(=O)N([C@@H](C)CO)C[C@H]1C	2	12	-0.1	-14	-2	1	-0.1	-1
Cc1ccccc1S(=O)(=O)N1CC[C@H]2[C@H](CO)Nc3ccc(-c4ccc(C#N)cc4)cc3[C@H]21	8	5	-0.1	8	-1	3	0.1	29
Cc1cccc(-n2c(C)c(-c3ccccc3)[nH]c2=S)c1	2	6	0.2	-49	-5	3	0.0	-9
O=C1S/C(=C/c2ccccc2F)C(=O)N1CCN=C1NS(=O)(=O)c2ccccc21	.	.	0.0	.	7	1	0.0	-5
CN(Cc1ccc(OC(F)F)cc1)C(=O)C1CCN(S(=O)(=O)c2ccc3c(c2)OCCO3)CC1	-3	-21	0.2	1	-16	-6	0.4	7
COc1cccc(-c2ccc3n(c2=O)C[C@H]2[C@H](CO)[C@@H](C(=O)NCC4CC4)N(C)[C@@H]32)c1	.	-15	0.1	1	0	3	-0.5	.
Fc1ccccc1Cc1noc(CN2CCN(C/C=C/c3ccccc3)CC2)n1	-3	-6	0.0	1	0	-2	9.4	-8
CC(C)C#Cc1ccc2c(c1)O[C@@H](CN(C)Cc1ccccn1)[C@H](C)CN([C@H](C)CO)S2(=O)=O	-3	10	-0.5	19	3	-11	0.2	0
COc1cc(C(=O)N2CCN(c3cccc(C(F)(F)F)c3)CC2)ccc1OCC(=O)N1CCOCC1	2	-20	0.4	1	1	-10	-0.8	-3
CCNC(=S)NNC(=O)c1ccncc1	-1	0	0.0	-9	.	.	4.9	1
Cc1cccc(C)c1NC(=O)CN(C)C(=O)c1cccc(S(=O)(=O)N2CCN(C)CC2)c1	-2	0	0.8	0	.	.	-0.1	-2
Cc1csc(NC(C)c2nc3cc(Cl)c(Cl)cc3n2CCCO)n1 (configuration not stated)	-2	-15	0.1	18	1	-6	0.4	0
O=C(NCC1CCN(C(=O)C(=O)c2cc3ccccc3o2)CC1)c1ccncc1	1	-10	0.0	-4	.	.	0.0	2
C/C=C/c1ccc([C@@H]2[C@@H](CN(C)C(=O)CC)N(S(C)(=O)=O)[C@H]2CO)cc1	.	.	0.1	-4	-2	-1	0.2	6
Cc1noc(C)c1NC(=O)Nc1cccc2c1O[C@H](CN(C)CC1CCCCC1)[C@H](C)CN([C@H](C)CO)C2=O	3	16	-0.5	15	-4	-1	-6.1	.
Cc1cc(C(=O)OCC(=O)NC2CC2)ccc1[N+](=O)[O-]	-3	-18	0.0	-5	3	-8	.	0
CC(=O)C1=C(C)Nc2ncnn2C1c1cccc(OCc2ccccc2)c1 (configuration not stated)	2	-1	0.0	-2	16	3	0.5	-3
Cn1c(COc2ccccc2)nnc1SCc1nc2ccccc2[nH]1	2	0	.	5	3	-10	.	.
C[C@H](CO)N1C[C@H](C)[C@@H](CN(C)CC2CCCCC2)Oc2ccc(NC(=O)Nc3ccc4c(c3)OCO4)cc2C1=O	0	10	0.2	-4	-9	-2	1.6	.
COc1cc(OC)c(C=NNC(=S)NC23CC4CC(CC(C4)C2)C3)c(OC)c1	-3	-10	-0.1	24	.	.	1.1	.
Cc1cc(C(=O)Nc2cccc3c2O[C@@H](CN(C)S(=O)(=O)c2ccc(Cl)cc2)[C@H](C)CN([C@@H](C)CO)C3=O)n(C)n1	7	-11	0.7	-3	-1	3	0.3	.
O=C(N/N=C/c1ccc([N+](=O)[O-])o1)c1cc(-c2ccc(-c3ccccc3)cc2)nc2ccccc12	13	-35	0.6	12	.	.	0.1	-11
Cc1cccc[n+]1CCCCCCCCCC[n+]1ccccc1C	7	-1	-0.1	-9	0	8	.	-1
N#C/C(=C\c1c(Cl)cccc1Cl)c1nc2ccccc2[nH]1	2	-34	0.0	7	10	10	0.3	1
O=C(CCC(=O)Nc1cccc(Cl)c1)N/N=C/c1cc([N+](=O)[O-])ccc1O	-17	2	0.0	17	.	.	.	5
Cn1c(C(=O)OC(C(=O)NCC2CCCO2)c2cccnc2)cc2sccc21 (configuration not stated)	5	1	0.2	8	.	.	-0.5	7
CC(C)c1cn(CC[C@@H]2CC[C@@H](NC(=O)C3CC3)[C@@H](CO)O2)nn1	1	1	-1.1	-6	-7	-1	-0.2	-7
COc1cc([N+](=O)[O-])ccc1NC(=S)NNC(=O)CCC(=O)Nc1ccccc1Cl	4	-14	0.0	5	0	-4	-0.3	.
C[C@H](CO)N1C[C@H](C)[C@H](CN(C)C(=O)Nc2ccccc2)Oc2ccc(NC(=O)c3ccncc3)cc2C1=O	5	2	0.2	.	1	0	0.2	.
CCOC(=O)C1(C)CCN1C(=O)c1ccccc1OC(F)(F)F (configuration not stated)	-5	-4	0.0	-6	-2	-1	-0.2	8
CN(C)CC#Cc1ccc([C@@H]2[C@@H](CO)N3C(=O)CN(C(=O)c4ccccc4)C[C@@H]23)cc1	11	2	0.4	.	.	.	0.0	.
C[C@@H]1CCCCO[C@H](CN(C)Cc2ccncc2)[C@H](C)CN([C@H](C)CO)C(=O)c2cc(NS(=O)(=O)c3ccc(Cl)cc3)ccc2O1	-5	1	0.0	-2	-2	8	-0.1	1
CCN1C(=O)[C@H]2[C@@H](c3ccc(-c4ccc(OC)cc4)cc3)N3CCC[C@@]3(C(=O)OC)[C@H]2C1=O	-5	-65	0.1	-6	17	-5	0.7	6
CCCN(C(=O)COC(=O)c1[nH]c(C)c(C(=O)OC)c1C)c1c(N)n(Cc2ccccc2)c(=O)[nH]c1=O	-2	-133	0.0	3	6	.	4.9	2
CCn1cc(CNC(=O)CC2C(=O)NCCN2CC(c2ccccc2)c2ccccc2)cn1 (configuration not stated)	1	-22	0.3	-12	.	.	3.3	10
COc1ccc(S(=O)(=O)Nc2ccc3c(c2)C(=O)N([C@H](C)CO)C[C@H](C)[C@@H](CN(C)C(=O)CCCN(C)C)OCCCC[C@H](C)O3)cc1	2	15	-0.1	-11	7	6	0.4	.
O=C1c2ccsc2SCCN1Cc1cccc(F)c1	0	-10	0.2	-3	-3	-10	?	1
CN(c1ccccc1C(=O)Nc1ccc(F)c(Cl)c1)S(C)(=O)=O	2	11	0.5	0	7	-2	.	1
O=[N+]([O-])c1ccc(NNS(=O)(=O)c2cc(Cl)ccc2Cl)nc1	-2	-15	0.2	-5	-8	1	.	1
N#CCSc1nnc(C2CCCCC2)n1Cc1ccccc1	.	.	.	.	6	-5	-2.5	1
COc1ccc(S(=O)(=O)N(C)C[C@@H]2Oc3c(NC(=O)C4CC4)cccc3C(=O)N([C@H](C)CO)C[C@H]2C)cc1	4	1	-0.2	1	-1	2	-0.2	.
COc1ccc(NC(=O)N(C)C[C@H]2Oc3ccc(NS(=O)(=O)c4c(C)noc4C)cc3CC(=O)N([C@@H](C)CO)C[C@@H]2C)cc1	4	-5	-0.8	-3	1	4	.	.
C/C=C/c1ccccc1[C@H]1[C@@H](CO)N(C(=O)CN2CCOCC2)[C@H]1C#N	5	-3	0.1	-7	.	.	0.0	-1
Cc1cccc(-c2nnnn2-c2cccc(C)c2)c1	-4	-8	0.1	-3	.	.	.	9
CN(CCc1ccccc1)C(=O)c1ccc(NC(=O)Cc2cccc(NC(=O)C3CCN(C(=O)C4CCC4)CC3)c2)cc1	6	-37	0.1	3	5	-5	0.0	-3
CCOc1ccc(/C=N/Nc2nc(C)cs2)c(O)c1	-10	-15	0.0	-48	?	8	.	2

Bioassay records as filed in PubChem BioAssay.
